Hck-Nef inh = inhibitors of Nef-activated human Hck kinase, primary screen, biochemical, Z-Lyte FRET, 384-well, Hck-YEEI; Tyrosine-protein kinase HCK (Homo sapiens), P08631; Recombinant Hck-YEEI plus Nef, Z-Lyte FRET kinase assay; inhibition, % at 20 µM; actives 0.68% (n = 220,000);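 active = Hck-Nef kinase inhibition above about 50%, limit read from the data; inactive = inhibition below that limit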;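 note: 0% = DMSO with Hck plus Nef and 100% = Hck alone without Nef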
Rad51 HR inh = human RAD51 strand exchange inhibitors, primary screen, biochemical, fluorescence | DNA repair protein RAD51 homolog 1 (Homo sapiens), Q06609 | hRad51 DNA strand exchange, fluorescence dequenching | inhibition, % at 10 µM | actives 0.085% (n = 200,000);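 active = inhibition above 40% at the single screening dose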;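 note: 0% = DMSO control wells and 100% = blanks with heterologous ssDNA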
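Material: Human Rad51 nucleoprotein filaments preassembled on unlabelled ssDNA | Also added: Labelled 47-mer dsDNA for strand exchange | Dosing: Single dose, 10 µM final compound | Schedule: 30-min compound preincubation and 15-min exchange, both room temperature | Technique: Fluorescence dequenching at 485/520 nm | Measure: Percent inhibition relative to plate controls and blanks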
thrombin 1536 = human alpha-thrombin inhibitors, primary screen, counter-screen for coagulation protease inhibitor project, biochemical, 1536-well, fluorogenic AMC substrate | Prothrombin (Homo sapiens), P00734 | actives 0.26% (n = 220,000) | inhibition, % at 5 µM | AID 1046, 2008 | Boc-VPR-AMC fluorogenic substrate cleavage;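 active = inhibition at or above 40%; inactive = inhibition below 40%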;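 note: 0% = enzyme with no compound and 100% = wells without enzyme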
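Test system: human alpha-thrombin; medium: pH 7.5 Tris-saline with Tween 20; times: reaction at room temperature; signal: AMC fluorescence at 355 nm excitation and 460 nm emission; also added: Boc-VPR-AMC substrate, 15 µM final; dosing: one concentration per compound, 5 µM, with 0.2% DMSO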
TNF necrop inh = inhibitors of TNF-alpha triggered necroptosis, primary screen, cell-based, Jurkat FADD-/-, single concentration. Jurkat FADD-/- TNF necroptosis rescue, ATP luminescence, 24 h; 0 = TNF only, 100 = no-TNF cells. activation (protection from cell death), % at 10 µM. actives 0.068% (n = 220,000). AID 463075, 2010;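 active = activation, meaning protection from cell death, of at least 50% relative to plate controls; inactive = activation below 50%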;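 note: necroptosis triggered by 40 ng/mL TNF-alpha added together with compound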
Cl transport mod = KCC2 cotransporter modulators, thallium flux, primary screen, cell-based, HEK293 KCC2, FluoZin-2 fluorescence, MLSMR; Solute carrier family 12 member 5 (Homo sapiens), Q9H2X9; KCC2 cells, thallium flux FluoZin-2 fluorescence; B-score of Tl+ flux slope (higher = more flux/activation; lower = inhibition) at 10 µM; actives 2.2% (n = 190,000); AID 1456, 2008;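 active = thallium flux slope and its plate-corrected score both differing from the plate sample mean at a set confidence after two filtering rounds, in either direction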;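 note: slope of fluorescence scaled to starting intensity during 10 to 20 s after thallium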
Target sequence (Q9H2X9 whole entry, looked up): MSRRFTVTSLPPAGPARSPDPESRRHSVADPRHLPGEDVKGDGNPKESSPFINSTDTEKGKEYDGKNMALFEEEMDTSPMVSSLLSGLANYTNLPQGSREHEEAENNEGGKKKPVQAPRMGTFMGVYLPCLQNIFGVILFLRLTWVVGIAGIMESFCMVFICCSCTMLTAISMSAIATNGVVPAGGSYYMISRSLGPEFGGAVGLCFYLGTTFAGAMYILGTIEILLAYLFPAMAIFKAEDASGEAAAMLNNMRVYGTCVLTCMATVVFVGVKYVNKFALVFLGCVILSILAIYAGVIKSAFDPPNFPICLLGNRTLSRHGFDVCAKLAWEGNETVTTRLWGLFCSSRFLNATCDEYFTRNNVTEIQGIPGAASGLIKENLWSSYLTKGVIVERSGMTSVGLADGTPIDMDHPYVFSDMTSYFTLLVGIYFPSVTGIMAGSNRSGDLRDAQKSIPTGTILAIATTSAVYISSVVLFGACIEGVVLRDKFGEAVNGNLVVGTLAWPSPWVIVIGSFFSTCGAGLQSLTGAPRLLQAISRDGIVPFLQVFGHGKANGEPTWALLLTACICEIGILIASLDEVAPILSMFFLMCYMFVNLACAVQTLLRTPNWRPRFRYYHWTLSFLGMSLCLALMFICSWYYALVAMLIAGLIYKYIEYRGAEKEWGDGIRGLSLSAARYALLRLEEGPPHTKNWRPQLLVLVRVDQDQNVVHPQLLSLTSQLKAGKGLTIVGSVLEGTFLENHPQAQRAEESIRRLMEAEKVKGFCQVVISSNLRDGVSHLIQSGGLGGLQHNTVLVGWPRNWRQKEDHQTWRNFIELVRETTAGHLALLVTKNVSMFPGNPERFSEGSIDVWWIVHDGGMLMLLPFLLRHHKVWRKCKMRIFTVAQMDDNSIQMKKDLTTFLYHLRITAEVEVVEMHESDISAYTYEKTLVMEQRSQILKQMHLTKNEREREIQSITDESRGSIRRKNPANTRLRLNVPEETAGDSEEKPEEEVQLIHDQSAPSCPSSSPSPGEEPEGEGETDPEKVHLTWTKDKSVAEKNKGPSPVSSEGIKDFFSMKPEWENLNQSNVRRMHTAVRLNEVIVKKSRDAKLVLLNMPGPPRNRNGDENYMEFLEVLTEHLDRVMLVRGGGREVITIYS
FXIIa inh = human FXIIa protease inhibitors, primary screen, biochemical, 1536-well | Coagulation factor XII (Homo sapiens), P00748 | purified FXIIa, Boc-QGR-AMC fluorogenic substrate, 2 h | inhibition, % at 5 µM | actives 0.3% (n = 220,000); in the data active = inhibition above about 40%;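 note: 0% = enzyme with no compound and 100% = blank without enzyme; many of its hits are not listed in these tables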
L929 necroptosis = inhibitors of zVAD-triggered necroptosis, primary screen, L929 cells; L929 zVAD necroptosis rescue, ATP luminescence, 24 h; with zVAD 60 µM; viability rescue, % at 10 µM; actives 0.38% (n = 220,000); AID 1377, 2008;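 active = activation, scaled between plate controls, above about 75%, limit read from the data; inactive = activation under that limit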;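 note: 0% = zVAD with DMSO and 100% = DMSO alone without zVAD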
FXIa inh 1536 = human FXIa protease inhibitors, primary screen, biochemical, 1536-well; inhibition, % at 5 µM; purified FXIa, Boc-Glu-Ala-Arg-AMC fluorogenic substrate; AID 798, 2007; actives 0.14% (n = 220,000);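 active = inhibition of at least 40%; inactive = inhibition below 40%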;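 note: fluorescence of freed AMC excited at 355 nm; 0% = enzyme without compound and 100% = no enzyme blank; many of its hits are not listed in these tables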
KLK5 inh = human KLK5 protease inhibitors, primary screen, biochemical, 1536-well; inhibition, % at 5 µM; actives 0.59% (n = 210,000); recombinant hK5, fluorogenic AMC substrate cleavage; AID 873, 2007; Kallikrein-5 (Homo sapiens), Q9Y337;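 active = inhibition of 40% or more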;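 note: 0% = enzyme controls without compound and 100% = no-enzyme blanks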
* marks the source's active call; other numbers are inactive results; . = not tested or not shown.

SMILES | Hck-Nef inh | Rad51 HR inh | thrombin 1536 | TNF necrop inh | Cl transport mod | FXIIa inh | L929 necroptosis | FXIa inh 1536 | KLK5 inh
CCCCCCc1c(C)nc(-n2[nH]c(C)c(CCO)c2=O)[nH]c1=O | 3 | 10 | 5 | -0.9 | -1.1 | 9 | 24 | 1 | 0
CCN=c1scc(C)n1/N=C/c1ccc(O)c(O)c1O | 0 | 0 | 0 | -13 | -1.1 | 12 | 0.0 | 1 | -64
CC1=NNC(=O)C1Oc1ccccc1 (stereo not drawn) | 17 | 25 | -2 | 0.2 | 0.62 | 7 | -0.1 | 0 | 0
Cc1ccc(C2(CC(=O)N3CCCC3)CCOC(C(C)C)C2)cc1 (stereo not drawn) | 4 | -7 | -2 | 0.1 | -0.51 | 11 | 0.8 | -2 | 3
CCCc1sc(N)nc1-c1ccc(C)cc1 | -18 | 2 | 0 | -3.8 | -2 | 12 | . | 8 | -9
CC1CCCN(c2ncnc3c2cnn3-c2ccccc2)C1 (stereo not drawn) | 32 | 1 | -3 | 3.1 | -0.18 | 6 | -0.2 | 4 | 4
O=c1c2ccccc2nc2n1CCC2O (stereo not drawn) | -2 | -6 | 2 | -0.5 | 1.1 | 8 | -0.7 | 6 | 4
Cc1cccc2cc(C3CC(c4ccco4)=NN3S(C)(=O)=O)c(Cl)nc12 (stereo not drawn) | -70 | -10 | -4 | 0.3 | -0.16 | 4 | 0.5 | 1 | -2
Cc1cc(CNC(=O)Cc2ccccc2)c2ccccc2n1 | 24 | 8 | -7 | 0.2 | 0.0052 | 2 | 1.8 | -4 | 0
O=C(CCNC(=O)c1ccc([N+](=O)[O-])cc1)N/N=C/c1ccc(F)cc1 | 6 | 18 | -4 | 0.8 | -0.18 | 4 | 0.1 | -4 | -5
COc1ccc(Oc2cc(C(F)(F)F)cnc2C(N)=O)cc1 | 2 | -3 | -1 | -0.3 | . | 5 | 0.0 | 2 | 0
CCOC(=O)c1csc(-c2ccc([N+](=O)[O-])cc2)n1 | 21 | 2 | -4 | 1.2 | 0.82 | 8 | 1.4 | 0 | 3
N/C(=N\OC(=O)c1cc(-c2ccccc2)nc2ccccc12)c1ccc(Cl)cc1 | 1 | 5 | -2 | -3.8 | 1.4 | 15 | 0.8 | 3 | 4
CCC(=O)c1ccc(N2CCN(C(=O)c3ccccc3Br)CC2)c(F)c1 | -11 | -3 | 14 | -0.4 | -0.31 | 9 | -0.5 | 7 | 11
CCCC(=O)Nc1nc(-c2ccc(OC)cc2)cs1 | -16 | 6 | -2 | 0.9 | -1 | 8 | 0.7 | -5 | 3
COc1ccccc1NC(=O)COc1ccccc1 | -2 | 0 | -6 | -0.7 | -0.16 | 0 | 0.9 | -2 | 6
COc1ccc(C[C@H]2CN3C(=NC[C@@H]3Cc3ccc(O)cc3)N2C[C@H](C)NC(=O)c2ccc(C)c(Br)c2)cc1 | 13 | -2 | -1 | -16 | -0.85 | 7 | 0.1 | -1 | -1
COC1CCCN(Cc2nc(Cc3ccccc3F)no2)C1 (stereo not drawn) | 17 | -1 | -9 | 0.1 | 0.66 | 2 | 5.8 | -6 | -4
CC(C)Oc1ccc(S(=O)(=O)N(C(C)C)C(C)C)cn1 | 7 | 5 | -1 | -0.7 | 0.49 | 5 | 1.4 | 3 | -14
Fc1ccccc1C1c2[nH]c3ccccc3c2CCN1Cc1ccoc1 (stereo not drawn) | 24 | -1 | -5 | 1.1 | -0.2 | 7 | -0.8 | -2 | -1
C[C@@H]1O[C@@H](Oc2c(-c3cc(O)c(O)c(O)c3)oc3cc(O)cc(O)c3c2=O)[C@H](O)[C@H](O)[C@H]1O | 2 | 19 | 6 | 0.7 | -0.13 | 19 | 1.9 | 9 | -11
O=C(CCCn1c(=O)[nH]c2ccsc2c1=O)Nc1ccc(F)cc1 | -18 | -2 | -3 | 1.3 | -2.3 | 2 | 1.7 | -2 | -6
CC(=O)Nc1ccc(S(=O)(=O)N(C)CCOCc2ccccc2)cc1 | 2 | . | 2 | -2.0 | -0.05 | 16 | -0.2 | 9 | -9
CN(C)S(=O)(=O)c1ccc(C(=O)Nc2cc(=O)n(C)c(=O)n2C)cc1 | 4 | 10 | -3 | -0.8 | -0.023 | 9 | 0.8 | 8 | -12
COc1ccc(-c2[nH]ncc2[C@@H]2C[C@H]3CN(Cc4ccccc4C)C(=O)[C@]34CCCN24)cc1 | 14 | -2 | -14 | -1.4 | 0.25 | 7 | 1.1 | 7 | 5

Entries from the list above containing a nitro group on carbon:
SMILES | Hck-Nef inh | Rad51 HR inh | thrombin 1536 | TNF necrop inh | Cl transport mod | FXIIa inh | L929 necroptosis | FXIa inh 1536 | KLK5 inh
O=C(CCNC(=O)c1ccc([N+](=O)[O-])cc1)N/N=C/c1ccc(F)cc1 | 6 | 18 | -4 | 0.8 | -0.18 | 4 | 0.1 | -4 | -5
CCOC(=O)c1csc(-c2ccc([N+](=O)[O-])cc2)n1 | 21 | 2 | -4 | 1.2 | 0.82 | 8 | 1.4 | 0 | 3

5 compounds out of the list above, sorted by the number in Cl transport mod, falling:
SMILES | Cl transport mod
O=c1c2ccccc2nc2n1CCC2O (stereo not drawn) | 1.1
C[C@@H]1O[C@@H](Oc2c(-c3cc(O)c(O)c(O)c3)oc3cc(O)cc(O)c3c2=O)[C@H](O)[C@H](O)[C@H]1O | -0.13
Cc1cccc2cc(C3CC(c4ccco4)=NN3S(C)(=O)=O)c(Cl)nc12 (stereo not drawn) | -0.16
Fc1ccccc1C1c2[nH]c3ccccc3c2CCN1Cc1ccoc1 (stereo not drawn) | -0.2
Cc1ccc(C2(CC(=O)N3CCCC3)CCOC(C(C)C)C2)cc1 (stereo not drawn) | -0.51

(listing goes on)
SMILES | Hck-Nef inh | Rad51 HR inh | thrombin 1536 | TNF necrop inh | Cl transport mod | FXIIa inh | L929 necroptosis | FXIa inh 1536 | KLK5 inh
CCOC(=O)C1=C(CC)Nc2ccccc2N/C1=N\S(=O)(=O)c1ccc(C(=O)OCC)cc1 | 18 | 17 | 1 | -1.8 | -0.53 | 12 | 0.3 | 24 | 23
CC(=O)c1ccc(NC(=O)COc2ccccc2C(=O)Nc2ccc(C)cn2)cc1 | 1 | . | 0 | -0.5 | -0.095 | 12 | -0.3 | 2 | .
COc1ccccc1N1CCN(Cc2nc(-c3ccc(F)cc3)oc2C)CC1 | -1 | 27 | -7 | 0.0 | -0.67 | 1 | -0.8 | -4 | .
OC(COc1ccc(-c2ccccc2)cc1)CN1CCOCC1 (stereo not drawn) | 25 | 12 | 0 | 2.9 | 0.069 | 5 | 8.6 | 8 | 18
CC(C)c1cccc(C(C)C)c1OCCCCN1CCCC1 | -2 | -4 | 1 | 1.2 | 1.4 | 12 | -1.3 | -5 | -13
COc1ccc(NC(=O)C2CCCN(S(=O)(=O)c3cccc4nonc34)C2)cc1OC (stereo not drawn) | 23 | -12 | 7 | 1.1 | -0.41 | 3 | 8.4 | -6 | -2
CC(C)(C)C(=O)COC(=O)c1c2c(nc3ccccc13)CCC2 | -19 | 0 | -10 | 1.2 | -0.91 | 0 | 0.0 | -4 | -5
CCOc1ccc(N2C(=O)CNC2=S)cc1 | -4 | 14 | 2 | 0.5 | 1.3 | 0 | 1.9 | -2 | -17
CC(C)OC(=O)CSc1n[nH]c(-c2cccnc2)n1 | 1 | -7 | 5 | -0.1 | -0.36 | 21 | 0.0 | 4 | -8
COc1ccc(CNC(=O)C(C)OC(=O)c2cccn2C)cc1 (stereo not drawn) | -1 | -1 | 0 | 3.1 | 0.93 | 24 | 2.8 | 12 | -20
CCc1nnc(NC(=O)C2CCN(c3nccc(C)n3)CC2)s1 | 2 | 5 | 0 | -3.8 | 0.49 | 12 | 0.4 | -2 | -4
COc1cc(S(=O)(=O)N2CCCCC2)ccc1NC(=O)c1ccc(F)cc1 | 0 | 5 | -3 | -0.1 | 0.16 | -1 | 0.0 | -1 | 7
CS(=O)(=O)N(CC(=O)NCc1ccncc1)Cc1ccc(Cl)cc1 | 14 | . | 0 | 0.0 | -0.66 | 7 | -0.8 | -3 | -4
CCOC(=O)c1cc2c(=O)n3cccc(C)c3nc2n(CCCOC)c1=NC(=O)c1cccnc1 | 28 | 3 | -1 | -8.3 | . | 12 | 0.2 | 2 | -127
CC1Cc2ccccc2N1C(=O)CSc1nnnn1C(C)C (stereo not drawn) | 1 | -6 | 16 | 0.4 | -1.7 | 38 | -0.3 | 15 | 24
CCOC(=O)C1CCN(C(=O)CCN2C(=O)C3C4C=CC(C4)C3C2=O)CC1 (stereo not drawn) | -2 | -7 | -2 | 1.0 | . | 7 | 0.3 | -11 | -27
O=C(Nc1ccccc1N1CCOCC1)c1ccc(Br)o1 | 34 | -1 | -2 | -2.1 | -0.89 | -2 | -0.4 | 3 | 13
N#Cc1ccc(OCc2nnc(SCC(=O)N3CCCc4ccccc43)n2-c2ccccc2)cc1 | 0 | -2 | -4 | -1.9 | . | 8 | 0.4 | 1 | -25
CCOC(=O)C1(Cc2cccc(OC)c2)CCN(Cc2csc(C(C)=O)c2)CC1 | 10 | 4 | -14 | 2.1 | 0.05 | 4 | -0.9 | -3 | -1
O=C(O)[C@H](Cc1ccccc1)NC(=O)N1CCC(Cc2ccccc2)CC1 | 12 | 31 | -2 | 3.0 | 0.15 | 5 | -0.3 | -1 | 5
CCn1c(SCC(N)=O)nc2c1c(=O)n(C)c(=O)n2C | 2 | 1 | -7 | -0.4 | 0.13 | -2 | 0.2 | -3 | 1
CCC(=O)Nc1cccc(-c2cc3ccccc3oc2=O)c1 | 16 | 9 | 2 | -0.4 | 0.025 | 5 | 26 | -5 | -3
COc1cc(-c2cc(=O)c3c(O)cc(O)cc3o2)ccc1O | 54* | -4 | 4 | -5.3 | -0.58 | 13 | 68 | 6 | 4
COCCNC(=O)C(c1ccc(C)o1)N(Cc1ccc(F)cc1)C(=O)Cn1nnc2ccccc21 (stereo not drawn) | 0 | -1 | -2 | -1.4 | 0.36 | 11 | -0.2 | 8 | 15

Compound activity from PubChem BioAssay.

This is a subset, so the mix of outcomes need not match the whole.
